EWS-Fli inh – EWS/Fli transcriptional activity inhibition; inhibition, % at 12.6 µM; A673 NR0B1-luciferase reporter, viability-normalised; 350,000 compounds, 0.67% hits; AID 651661;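 active = mean inhibition of at least 50% after viability correction, with every replicate also passing that limit; inconclusive = mean reaches 50% but only one of two replicates passes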;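 note: firefly luciferase signal divided by Alamar Blue viability fluorescence both relative to DMSO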
Xi reactivation – activators of X-chromosome reactivation in mouse fibroblasts. XiGFP mouse fibroblasts, % GFP-positive cells imaging, 3 d; cells co-treated with 5-aza-dC sensitizer; scaled so ellipticine positive control = 100%. activation, % at 7.58 µM. 360,000 compounds, 0.055% hits. AID 743238;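 active = mean normalized replicate activation at least 10% and every replicate at or above 10%; inconclusive = only one of the two criteria met; inactive = mean below 10% and not all replicates reach 10%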;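 note: 0% = median of on-plate neutral control wells and 100% = ellipticine 6 µM median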
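Schedule: 3 d treatment, 15 min room-temperature fixation; system: 68-5-11 XiGFP fibroblast line; buffer or medium: DMEM plus 5-aza-dC sensitizer; control set: ellipticine 6 µM positive control; compound: one concentration, pinned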
ARNT-TACC3 inh – disruptors of human ARNT/TACC3 interaction | Q9Y6A5 | AlphaScreen His-ARNT PAS-B/GST-TACC3 binding, luminescence; TACC3 fragment carries E629A point mutation | inhibition, % at 9.99 µM | 390,000 compounds, 0.66% hits;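 active = mean inhibition of replicates at least 50% and at least half of replicates each reaching 50%; inconclusive = half or more replicates reach 50% but mean below 50%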;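 note: 0% = complete ARNT plus TACC3 wells and 100% = ARNT alone without TACC3; many hits fall short of the cut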
DENV2 CPE – DENV2-induced cell death inhibition; DENV2-infected cells, cytopathic effect rescue, plate reader; CPE inhibition, % at 9.99 µM; 350,000 compounds, 1.7% hits; in the data active = CPE inhibition above about 20%, passing the limit was not always enough; inconclusive = no clear call, values can overlap the other calls; tested in BHK-21 cells;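 note: 0% = median of neutral control wells and 100% = median of positive control wells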
INS-1E GSIS act – primary screen for activators of insulin secretion dependent on glucose, INS-1E cells, GLuc reporter luminescence. 370,000 compounds, 0.61% hits. AID 743287. INS-1E GLuc reporter insulin secretion, 2-3 h. activation, % at 16.6 µM;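 active = lowest replicate activation of at least 40%, so every replicate reaches that level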;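 note: 0% = median of neutral control wells and 100% = median of IBMX positive control wells; some compounds called inactive have numbers as strong as hits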
ERp5 inh – ERp5 (human) disulfide isomerase inhibition | 350,000 compounds, 0.05% hits | ERp5 insulin aggregation, absorbance 650 nm, 90 min | inhibition, % at 9.99 µM | AID 651711;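 active = mean replicate inhibition above about 25%, with every replicate also reaching it, limit read from the data, passing the limit was not always enough; inconclusive = only one of those two criteria met; inactive = neither criterion met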
Target sequence (Q15084 whole entry, looked up): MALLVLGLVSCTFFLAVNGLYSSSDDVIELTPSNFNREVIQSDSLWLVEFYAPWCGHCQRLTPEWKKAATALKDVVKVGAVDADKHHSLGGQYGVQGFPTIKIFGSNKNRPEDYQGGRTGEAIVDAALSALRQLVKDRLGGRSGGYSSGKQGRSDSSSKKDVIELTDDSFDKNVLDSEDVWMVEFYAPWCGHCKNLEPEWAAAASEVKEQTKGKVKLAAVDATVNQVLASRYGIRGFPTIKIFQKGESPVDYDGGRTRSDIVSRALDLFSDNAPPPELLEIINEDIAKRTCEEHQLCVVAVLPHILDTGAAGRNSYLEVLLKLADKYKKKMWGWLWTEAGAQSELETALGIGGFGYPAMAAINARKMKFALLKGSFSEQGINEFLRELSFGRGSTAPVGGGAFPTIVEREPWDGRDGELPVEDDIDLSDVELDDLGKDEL
CFTR F508del cor – correctors of CFTR F508del function in bronchial epithelial cells; 350,000 compounds, 0.36% hits; activity (quench increase), % at 7.58 µM; CFBE cells, YFP halide quenching; stimulated with forskolin plus potentiator P3; % fluorescence drop versus neutral controls;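 active = mean added fluorescence quench of at least 8% versus neutral control, with both replicates also reaching 8%; inconclusive = only one of the mean or replicate conditions met; inactive = mean below 8% and not both replicates reaching 8%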;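 note: cells transiently co-express mutant CFTR-F508del with the halide-sensitive YFP; corrector assay measuring rescue of mutant channel to the surface after 24 h compound exposure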
PAX8 reporter – inhibitors of PAX8 transcriptional activity in RMG-I cells. RMG-I TPO-luciferase reporter, SteadyGlo, 24 h. inhibition, % at 12.6 µM. 360,000 compounds, 1.2% hits. AID 652154;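 active = mean replicate inhibition at least 60% with every replicate also reaching 60%; inconclusive = only one of the two criteria is met; inactive = mean below 60% and not all replicates reaching 60%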;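 note: luciferase light reporting Pax8 driven TPO promoter activity; plate controls were median of neutral control wells for no effect and mitoxantrone controls for full effect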
* = called active by the depositor; & = joins results of further samples.

Screening CCN(C(=O)c1cccnc1SC)C12CC3CC(CC(C3)C1)C2 returned EWS-Fli inh 26, Xi reactivation 0.4, ARNT-TACC3 inh -1, DENV2 CPE -1, INS-1E GSIS act -3, ERp5 inh -3, CFTR F508del cor -0.4 and PAX8 reporter -9.
Screening CCCn1cc(S(=O)(=O)c2ccccc2)c(=O)c2cc(OCC)ccc21 returned EWS-Fli inh -8, Xi reactivation 0.2, ARNT-TACC3 inh -1, DENV2 CPE 0, INS-1E GSIS act -3, ERp5 inh 8, CFTR F508del cor -2.1 and PAX8 reporter 2.
For Nc1nonc1C(=O)NCCc1ccccc1 the results were EWS-Fli inh -22, Xi reactivation 0.2, DENV2 CPE -2, INS-1E GSIS act 6, ERp5 inh -5, CFTR F508del cor -2.8 and PAX8 reporter -37.
O=C(Cc1c(F)cccc1Cl)N1CCOCC1 was read as EWS-Fli inh 4, Xi reactivation 0.1, ARNT-TACC3 inh -3, DENV2 CPE -4, INS-1E GSIS act 15, ERp5 inh 4, CFTR F508del cor -0.7 and PAX8 reporter -3.
For O=C(Nc1cc(C(F)(F)F)ccc1Cl)C(Sc1cccc[n+]1[O-])c1ccccc1 (stereo not drawn) the results were Xi reactivation 0.0, ARNT-TACC3 inh 2, INS-1E GSIS act -14 and PAX8 reporter -8.
Screening COc1cccc(-c2ccc3c(c2)O[C@@H](CN(C)C(=O)C2CCC2)[C@H](C)CN([C@H](C)CO)S3(=O)=O)c1 returned EWS-Fli inh 4, Xi reactivation -0.1, ARNT-TACC3 inh 5, DENV2 CPE -12, INS-1E GSIS act -11, ERp5 inh -5 and CFTR F508del cor -4.3.
Screening CC(C)NC(=O)Nc1ccc2c(c1)C(=O)N([C@@H](C)CO)C[C@H](C)[C@@H](CN(C)Cc1ccncc1)O2 returned EWS-Fli inh -10, Xi reactivation -0.6, ARNT-TACC3 inh 2, DENV2 CPE 8, INS-1E GSIS act 22, ERp5 inh -1, CFTR F508del cor 3.7 and PAX8 reporter -11.
`CN(C)C(=O)[C@@H]1[C@@H](CO)[C@@H]2Cn3c(ccc(-c4cccc(F)c4)c3=O)[C@@H]2N1C(=O)c1cnccn1` gave EWS-Fli inh 4, Xi reactivation 0.3, ARNT-TACC3 inh -11, DENV2 CPE 11, INS-1E GSIS act 19 and ERp5 inh -3.
Screening O=C(NCc1ccco1)c1c(Cl)cccc1Cl returned EWS-Fli inh -3, Xi reactivation 0.0, DENV2 CPE 6, ERp5 inh -1, CFTR F508del cor -0.4 and PAX8 reporter 10.
For COc1ccc(S(=O)(=O)Nc2ccc3c(c2)C(=O)N([C@H](C)CO)C[C@H](C)[C@H](CN(C)C(=O)c2ccncc2)OCCCC[C@H](C)O3)cc1 the results were EWS-Fli inh -5, Xi reactivation -1.0, ARNT-TACC3 inh -6, DENV2 CPE 5, INS-1E GSIS act 5, ERp5 inh -2, CFTR F508del cor -0.1 and PAX8 reporter 12.
`C[C@@H]1CN([C@H](C)CO)C(=O)Cc2cc(NC(=O)c3ccncc3)ccc2O[C@H]1CN(C)CC1CC1` gave EWS-Fli inh -16, Xi reactivation -0.4, ARNT-TACC3 inh -2, DENV2 CPE -13, INS-1E GSIS act 6, ERp5 inh -3, CFTR F508del cor -1.8 and PAX8 reporter -3.
`CN(C)S(=O)(=O)c1ccc(N2CCCC2)c(C(=O)N2CCN(S(=O)(=O)c3cccc(F)c3)CC2)c1` gave EWS-Fli inh -3, Xi reactivation -0.1, ARNT-TACC3 inh 6, DENV2 CPE 9, INS-1E GSIS act 12, ERp5 inh -3, CFTR F508del cor 3.7 and PAX8 reporter 0.
Screening COc1ccc(NC(=O)OCCN2CCN(Cc3ccccc3)CCC2=O)cc1 returned EWS-Fli inh -23, Xi reactivation 0.1, ARNT-TACC3 inh -1, DENV2 CPE 3, ERp5 inh 3, CFTR F508del cor -3.5 and PAX8 reporter -14.
Screening CC(C)c1nn2c(N)c(/C=C3\C=Nc4ccccc43)c(=O)nc2s1 returned EWS-Fli inh 12, Xi reactivation -0.2, DENV2 CPE 3, INS-1E GSIS act 7, ERp5 inh -2, CFTR F508del cor -0.2 and PAX8 reporter 20.
`CCCCNC(=O)N(O)C1N(/N=C/c2ccco2)C(=S)SC1(C)C` (stereo not drawn) gave EWS-Fli inh -8, Xi reactivation 0.1, ARNT-TACC3 inh 1, DENV2 CPE -3, INS-1E GSIS act -21, ERp5 inh 1, CFTR F508del cor -0.7 and PAX8 reporter -8.
For CCOC(=O)C1(CC2CCCCO2)CCN(Cc2c(C)cc(C)cc2-n2cccn2)CC1 (stereo not drawn) the results were EWS-Fli inh 0, Xi reactivation -0.1, ARNT-TACC3 inh 0, DENV2 CPE -3, INS-1E GSIS act -5, ERp5 inh 0, CFTR F508del cor 1.2 and PAX8 reporter 4.
For Cc1c(C(=O)Nc2c3c(nn2C(C)(C)C)CS(=O)(=O)C3)cccc1[N+](=O)[O-] the results were EWS-Fli inh 5, Xi reactivation -0.1, ARNT-TACC3 inh -3, DENV2 CPE 7, INS-1E GSIS act 9, ERp5 inh -3, CFTR F508del cor -2.4 and PAX8 reporter 3.
`Cc1ccc(OCCNC(=O)c2ccc3ccccc3n2)cc1` gave EWS-Fli inh -7, Xi reactivation 0.2, ARNT-TACC3 inh -6, DENV2 CPE 2, INS-1E GSIS act -14, ERp5 inh 6, CFTR F508del cor -2.6 and PAX8 reporter 21.
`CCC(C)CN1C(=O)CN(S(C)(=O)=O)CC1(C)C(=O)Nc1c(C)cccc1C` (stereo not drawn) gave EWS-Fli inh -8, Xi reactivation -0.1, DENV2 CPE -3, INS-1E GSIS act 24, ERp5 inh -2, CFTR F508del cor -1.5 and PAX8 reporter -4.
For COc1ccc(S(=O)(=O)Nc2ccc3c(c2)CC(=O)N([C@H](C)CO)C[C@H](C)[C@@H](CN(C)S(=O)(=O)c2ccc(C)cc2)O3)cc1 the results were EWS-Fli inh 23, Xi reactivation -0.9, ARNT-TACC3 inh -3, DENV2 CPE 4, INS-1E GSIS act -6, ERp5 inh -18, CFTR F508del cor 0.8 and PAX8 reporter 47.
Screening O=C(NC(=S)NC1CCCCC1)c1ccc(F)cc1 returned Xi reactivation 0.1, ARNT-TACC3 inh 4, DENV2 CPE -5, INS-1E GSIS act -33, ERp5 inh 3, CFTR F508del cor 3.9 and PAX8 reporter -160.
`CCN(CC)S(=O)(=O)c1ccc(/C=C/C(=O)OCC(=O)c2c(N)n(C)c(=O)n(C)c2=O)cc1` gave EWS-Fli inh 5, Xi reactivation -0.1, ARNT-TACC3 inh 2, DENV2 CPE -1, INS-1E GSIS act -12, ERp5 inh -4, CFTR F508del cor 3.2 and PAX8 reporter -2.
CCCCn1c(N)c(N(CCC(C)C)C(=O)COC(=O)c2cccnc2SC)c(=O)[nH]c1=O was read as EWS-Fli inh 3, Xi reactivation 0.4, ARNT-TACC3 inh -9, DENV2 CPE 4, INS-1E GSIS act 5, ERp5 inh 0, CFTR F508del cor -0.6 and PAX8 reporter 10.
`O=C(c1ccccn1)c1ccc2ccccc2n1` gave EWS-Fli inh 3, Xi reactivation 0.4, DENV2 CPE -2, INS-1E GSIS act -1, ERp5 inh 6, CFTR F508del cor -1.2 and PAX8 reporter -13.
`CC(=O)Oc1c(C)c(C)c2c(c1C)CC[C@@](C)(CCC[C@H](C)CCC[C@H](C)CCCC(C)C)O2` gave EWS-Fli inh -6, Xi reactivation 0.5, ARNT-TACC3 inh -4, DENV2 CPE 16, INS-1E GSIS act 6, ERp5 inh 8, CFTR F508del cor 4.1 and PAX8 reporter -13.
For Cc1ccn2c(CNCC3COCCO3)c(C(=O)N3CCCCCC3)nc2c1 (stereo not drawn) the results were EWS-Fli inh 0, Xi reactivation 0.1, ARNT-TACC3 inh 17, DENV2 CPE 7, INS-1E GSIS act 5, ERp5 inh 4 and CFTR F508del cor 3.4.
Screening Cc1ccc2c(c1)c1c3n2CC(=C2C(=O)OC(C)(C)OC2=O)NC3CCC1 (stereo not drawn) returned EWS-Fli inh -2, ARNT-TACC3 inh -2, DENV2 CPE -1, INS-1E GSIS act -2, ERp5 inh -3 and CFTR F508del cor 2.2.
Screening CCOc1ccc(S(=O)(=O)N2CCN(C(=O)CN3C(=O)NC(C)(C)C3=O)CC2)cc1 returned EWS-Fli inh 2, Xi reactivation -0.1, ARNT-TACC3 inh -5, DENV2 CPE 10, INS-1E GSIS act 21, ERp5 inh -5, CFTR F508del cor -1.6 and PAX8 reporter 11.
Screening O=C(NCCCN1CCCC1=O)c1ccc2c(c1)NC(=O)c1ccccc1S2 returned EWS-Fli inh 7, Xi reactivation 0.0, ARNT-TACC3 inh -4, DENV2 CPE 4, INS-1E GSIS act -13, ERp5 inh 3, CFTR F508del cor 1.2 and PAX8 reporter 9.
For COc1ccc(CN(C)C[C@@H]2OCCCC[C@H](C)Oc3ccc(NS(=O)(=O)c4ccc(OC)cc4)cc3C(=O)N([C@H](C)CO)C[C@@H]2C)cc1 the results were EWS-Fli inh 3, Xi reactivation 0.1, ARNT-TACC3 inh -6, DENV2 CPE inconclusive, INS-1E GSIS act 1, CFTR F508del cor -2.3 and PAX8 reporter 1.
Screening COC(=O)c1ccccc1N=Nc1c(C)n[nH]c1C returned EWS-Fli inh 4, Xi reactivation 0.0, ARNT-TACC3 inh 3, DENV2 CPE -2, INS-1E GSIS act 28, ERp5 inh -3, CFTR F508del cor 0.9 and PAX8 reporter -19.
For COc1ccc(NC(=O)Nc2ccc3c(c2)[C@H]2C[C@H](CC(=O)NCCc4ccccc4)O[C@H](CO)[C@H]2O3)cc1 the results were EWS-Fli inh 8, Xi reactivation 0.2, ARNT-TACC3 inh -7, DENV2 CPE -2, INS-1E GSIS act -9, ERp5 inh -6, CFTR F508del cor 1.9 and PAX8 reporter 26.
Screening COc1cc(OC)nc(N/N=C(\c2ccccc2)c2ccncc2)n1 returned EWS-Fli inh 7, Xi reactivation 0.0, ARNT-TACC3 inh -3, DENV2 CPE -1, INS-1E GSIS act 10, ERp5 inh -5, CFTR F508del cor 0.2 and PAX8 reporter 9.
Screening CN(Cc1ccccc1)C(=O)COC(=O)c1ccc(Br)o1 returned EWS-Fli inh 5, Xi reactivation -0.1, ARNT-TACC3 inh -1, DENV2 CPE 0, INS-1E GSIS act 2, ERp5 inh 4, CFTR F508del cor 3.7 and PAX8 reporter 11.
Cn1cnc(S(=O)(=O)N2C[C@H](O)COC[C@@H]3O[C@H](CC(=O)N4CCN(c5ccccc5)CC4)CC[C@H]32)c1 was read as EWS-Fli inh -9, Xi reactivation 0.0, ARNT-TACC3 inh 6, DENV2 CPE -1, INS-1E GSIS act 0, ERp5 inh -5, CFTR F508del cor -2.3 and PAX8 reporter 7.
Screening COC(=O)C[C@H]1C[C@H]2c3cc(NC(=O)Nc4ccc(C(F)(F)F)cc4)ccc3O[C@H]2[C@@H](CO)O1 returned EWS-Fli inh -24&-28, Xi reactivation 0.1&0.0, DENV2 CPE inconclusive, INS-1E GSIS act 0&0, ERp5 inh 0&-3, CFTR F508del cor 0.6&2.0 and PAX8 reporter 13.
